High-throughput results as filed in PubChem.
FAK inh: FAK kinase inhibitors, primary screen, biochemical | Focal adhesion kinase 1 (Homo sapiens), Q05397 | biochemical FAK kinase activity assay | inhibition, %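 (tested at 7 µM)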 | hit rate 0.84% among 97,000; in the data active = inhibition above about 19%;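 note: 0% = DMSO and 100% = reference compound high control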
CD11b adhes enh: enhancers of CD11b/CD18 adhesion to fibrinogen, primary screen, K562 cells, luminescence | Integrin beta-2 (Homo sapiens) + Integrin alpha-M (Homo sapiens), P05107+P11215 | ATPlite luminescence | activation, % at 10 µM | hit rate 0.07% among 93,000 | AID 1499, 2009;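 active = 10 µM primary screen giving 50% or more activity, confirmed by 40% or more on retest at that dose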; note: strong numbers were not always called active; reference of the scale not given here
ERa coact pot: enhancers of ERα–SRC-1 coactivator binding, primary screen, biochemical, TR-FRET, ERα LBD, low estradiol; AID 639, 2007; hit rate 1.3% among 86,000; TR-FRET ERalpha-LBD/SRC-Cy5 coactivator binding, 2 h; 100 = basal binding, no effect; Estrogen receptor (Homo sapiens), P03372; coactivator binding (% of control), % at 25.6 µM; in the data active = activity above about 200%;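 note: binding measured in presence of low estradiol as agonist stimulus; 0% = peptide alone without receptor and 100% = receptor with peptide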
ERb SRC1 inh: inhibitors of ERβ-SRC1 coactivator interaction, primary screen, biochemical, TR-FRET, ERβ LBD, SRC-1 peptide. TR-FRET ER-beta LBD / SRC1-Cy5 peptide binding; receptor agonist-loaded with 1 µM estradiol. AID 633, 2007. hit rate 1.3% among 86,000. inhibition, % at 25.6 µM;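 active = compounds whose percent inhibition of the receptor-coactivator binding signal exceeds about 50% in the single-dose screen, limit read from the data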;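 note: 0% = receptor plus peptide wells without compound and 100% = peptide-only wells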
Target sequence (Q92731 whole entry, looked up, the tested form may be a part): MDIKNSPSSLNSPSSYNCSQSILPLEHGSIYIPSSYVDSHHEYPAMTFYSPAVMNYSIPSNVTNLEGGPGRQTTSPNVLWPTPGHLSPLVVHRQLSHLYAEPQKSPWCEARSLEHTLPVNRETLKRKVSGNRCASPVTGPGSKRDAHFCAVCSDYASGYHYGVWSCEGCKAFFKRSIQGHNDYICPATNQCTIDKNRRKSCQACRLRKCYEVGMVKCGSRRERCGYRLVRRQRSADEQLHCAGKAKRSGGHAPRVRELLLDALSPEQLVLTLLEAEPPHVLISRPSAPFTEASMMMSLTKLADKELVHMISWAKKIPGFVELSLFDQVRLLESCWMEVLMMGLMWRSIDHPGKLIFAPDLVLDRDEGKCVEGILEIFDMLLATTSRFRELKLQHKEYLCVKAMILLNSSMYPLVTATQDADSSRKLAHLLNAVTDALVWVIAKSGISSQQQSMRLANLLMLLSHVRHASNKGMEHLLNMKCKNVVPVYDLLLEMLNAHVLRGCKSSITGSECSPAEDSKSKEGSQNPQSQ
Ecoli WT expand: growth inhibitors of wild-type E. coli, primary screen, strain BW25113, expanded library, OD600. OD600 absorbance. hit rate 0.15% among 98,000. growth inhibition, % at 100 µM;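 active = growth inhibition above about 50% at one test dose, limit read from the data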;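 note: growth measured after 20 h incubation at 37 °C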
ERa SRC1 inh: ERα–SRC-1 coactivator interaction inhibitors, primary screen, biochemical, TR-FRET, ERα LBD, estradiol-bound. Estrogen receptor (Homo sapiens), P03372. TR-FRET ER-alpha LBD / SRC-1 peptide. inhibition, % at 25.6 µM. hit rate 1.7% among 86,000; in the data active = inhibition above about 50%;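 note: 0% = receptor plus peptide control and 100% = peptide only without receptor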
Mac1 fbg inh: inhibitors of CD11b/CD18 adhesion to fibrinogen, primary screen, K562 cells, luminescence. Integrin beta-2 (Homo sapiens) + Integrin alpha-M (Homo sapiens), P05107+P11215. ATPlite luminescence; Mn2+ added to activate the integrin. inhibition, % at 10 µM. hit rate 0.54% among 93,000;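 active = primary inhibition of 50% or more at 10 µM, then 40% or more on retest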; note: some results filed as inactive read as strong as hits
PLAP activator: PLAP enzyme activators, biochemical, luminescence, HTS; hit rate 1.2% among 96,000; activation fold at 20 µM; purified PLAP enzyme, luminescent substrate read-out; active compounds read high; Alkaline phosphatase, placental type (Homo sapiens), P05187; in the data active = activation fold above about 2
Target sequence (P05187 whole entry, looked up): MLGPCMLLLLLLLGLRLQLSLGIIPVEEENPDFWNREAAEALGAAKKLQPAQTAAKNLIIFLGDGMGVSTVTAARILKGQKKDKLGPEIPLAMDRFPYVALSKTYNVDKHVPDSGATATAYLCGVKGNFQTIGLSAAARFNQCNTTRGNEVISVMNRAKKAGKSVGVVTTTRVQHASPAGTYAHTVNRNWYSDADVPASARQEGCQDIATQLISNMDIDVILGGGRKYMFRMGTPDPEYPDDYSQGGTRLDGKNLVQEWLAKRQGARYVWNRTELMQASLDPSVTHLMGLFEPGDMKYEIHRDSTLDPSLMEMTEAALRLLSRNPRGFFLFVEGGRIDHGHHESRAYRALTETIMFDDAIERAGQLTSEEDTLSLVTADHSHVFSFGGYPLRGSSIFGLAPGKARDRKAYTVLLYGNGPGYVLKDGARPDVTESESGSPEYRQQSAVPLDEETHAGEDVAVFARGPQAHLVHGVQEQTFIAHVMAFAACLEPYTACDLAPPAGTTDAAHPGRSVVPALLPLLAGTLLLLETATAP
MT1-MMP txn act: MT1-MMP promoter reporter activation – cell-based, luciferase luminescence, primary screen. hit rate 0.16% among 86,000. HT1080 MT1-MMP promoter luciferase reporter, overnight; active compounds read high. AID 750, 2007. activation factor at 10 µM;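 active = activation factor of at least 2 for MT1-MMP transcription at 10 µM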
Starred values were filed as active, the others as inactive; / = not tested or not shown; [ ] = dose if it differs, or a comment. Random draw from the library (roughly 5.1% active in at least one column).

canonical_smiles | ERa coact pot | Ecoli WT expand | PLAP activator | CD11b adhes enh | MT1-MMP txn act | ERa SRC1 inh | FAK inh | Mac1 fbg inh | ERb SRC1 inh
CCOC(=O)c1csc(NC(=O)c2cc(OC)c(OC)c(OC)c2)n1 | 132 | -6 | 1 | -3 | 0.9 | -4 | -4 | -5 | -5[fluorescence artefact?]
Cn1c(NC(=O)CC2CCCCC2)cc(=O)n(C)c1=O | 106 | / | / | / | 0.9 | 1 | / | / | -7
COc1ccc(Cc2nnc(SCC(=O)N3CCc4ccccc4C3)o2)cc1 | 119 | 4 | 1 | -3 | 1.2 | 7[fluorescence artefact?] | -2 | 4 | 8[fluorescence artefact?]
COc1cc2c(cc1OC)-c1cc(OCc3cccnc3)nc(=O)n1CC2 | 101 | 5 | 0.9 | 11 | 1 | 13 | 0 | -30 | 6
CCCn1c(CNc2ccc(Br)cc2)nc2ccccc21 | 77[fluorescence artefact?] | -3 | / | -3 | 1.2 | -1 | 10 | 62* | -1[fluorescence artefact?]
COc1ccc(-n2nnnc2SCC#CCO)cc1 | 101 | 6 | 0.9 | -3 | 1.1 | 0 | -3 | -9 | 1
CCOC(=O)C(=CNc1cc(C)nn1-c1ccc(C)cc1)C(=O)OCC | 95 | -1 | 1.5 | -4 | 1.1 | 14 | -1 | 8 | 3
O=C(O)C1CCCN1S(=O)(=O)c1cc(Cl)ccc1Cl (stereo unspecified) | 123 | 3 | 1.3 | -2 | 1.2 | -3 | -1 | 18 | 1
O=C(O)C1CCCCC1C(=O)Nc1ccc(F)cc1F (stereo unspecified) | 107 | 3 | 1 | 3 | 1.1 | 9[fluorescence artefact?] | -7 | -3 | 2[fluorescence artefact?]
CC1(C)COC(c2cccn2Cc2ccccc2Cl)=N1 | 87 | -5 | 1 | 3 | 1.1 | 3 | -2 | -15 | 0
CCc1ccc(C(=O)c2oc3nc(C)cc(C)c3c2N)cc1 | 96 | 1 | 0.8 | 2 | 1.3 | -4 | -3 | -5 | -11
CC(NC(=O)C1CCCN(S(=O)(=O)c2cccs2)C1)c1ccccc1 (stereo unspecified) | 114 | -1 | 1 | -4 | 1 | -2 | -3 | 6 | -7
CCN1C(=O)S/C(=C/c2ccsc2)C1=O | 107 | -2 | 1.2 | -4 | 1.2 | 5 | 4 | -3 | -2
CCOC(=O)C1CCCN(c2c(NCCc3ccc(S(N)(=O)=O)cc3)c(=O)c2=O)C1 (stereo unspecified) | 113 | 5 | 0.8 | -2 | 1.1 | -1 | 1 | -9 | -2
CNC(=O)c1nnn(Cc2ccccc2)c1NC(C)=O | 112 | 7 | 1.1 | / | 1.1 | 1 | 1 | / | -1
Cc1cc2cc(CCNC(=O)c3c(-c4ccccc4Cl)noc3C)c(=O)[nH]c2cc1C | 83[fluorescence artefact?] | 1 | 1.4 | 0 | 1 | 14 | / | -3 | 11[fluorescence artefact?]
Cc1cc2cc(CNC(=O)c3ccc(S(=O)(=O)N4CCCCC4)cc3)ccc2[nH]1 | 146 | -11 | 1.5 | -4 | / | -5 | -4 | 8 | 5
COc1ccc(S(=O)(=O)NCCCN2CCOCC2)c2ccccc12 | 98 | 0 | 1.5 | 3 | 1.2 | -4 | 10 | -4 | -8
CC(CN1CCCCC1)OC(=O)c1ccc(Cl)cc1Cl (stereo unspecified) | 107 | 1 | 0.9 | 9 | 1.1 | -8 | 0 | -27 | -2
Cc1cc(C)cc(C(=O)O/N=C(\N)c2ccc(Br)cc2)c1 | 98 | 6 | 1.1 | 1 | 1.3 | 14 | 6 | -3 | 29[fluorescence artefact?]

(next part)
canonical_smiles | ERa coact pot | Ecoli WT expand | PLAP activator | CD11b adhes enh | MT1-MMP txn act | ERa SRC1 inh | FAK inh | Mac1 fbg inh | ERb SRC1 inh
Cn1c(Nn2cnnc2)nc2ccccc21 | 126 | 4 | 0.9 | -4 | 1.1 | -4 | -1 | -18 | -5
CCCOc1ccc(/C(O)=C2/C(=O)C(=O)N(CCN(C)C)C2c2ccco2)cc1 (stereo unspecified) | 121[fluorescence artefact?] | -4 | 1.4 | 5 | 1.2 | -17 | 1 | -50 | -28[fluorescence artefact?]
CCCc1[nH]n(-c2nc3ccccc3s2)c(=O)c1C=NCC1CCCO1 (stereo unspecified) | 92 | -1 | 1.4 | 2 | 1.4 | 3 | -5 | -3 | 19
Cc1nc2ccc(CCO)cc2s1 | 124 | 10 | / | / | 1.2 | 3 | -1 | / | -1
C/C(Cl)=C/Cn1c(SCc2ccc(Cl)cc2)nc2c1c(=O)[nH]c(=O)n2C | 105 | -5 | 0.7 | 89 | 1.2 | -8 | -2 | -25 | 5
Cc1ccc(-c2c3c(=O)n(C)c(=O)n(C)c3cn2-n2cnnc2)cc1 | 97 | 3 | 1.1 | -3 | 1.4 | -4[fluorescence artefact?] | -3 | 4 | 1[fluorescence artefact?]
CCN(CC)Cc1cc(C(C)=O)ccc1O | 99[fluorescence artefact?] | -2 | 0.9 | 0 | / | -5 | -1 | -31 | -5
O=C(N1CCOCC1)N(Cc1cccs1)C1CCCC1 | 98 | -5 | 1 | -1 | 1.1 | 14 | 4 | -3 | 12
O=C(NCc1cccc(C(F)(F)F)c1)C1CCN(c2ncccn2)CC1 | 88[fluorescence artefact?] | -11 | 1.1 | -1 | 1.1 | -3 | -3 | -9 | -8
CCOc1cccc(-c2cc(-c3n[nH]c(=S)n3CC)c3ccccc3n2)c1 | / | 8 | 1.5 | 0 | / | / | 6 | 13 | /
Cc1ccc(NC(=O)C2CCCN2C(=O)Oc2ccccc2)cc1 (stereo unspecified) | 124 | 4 | 0.9 | -1 | 1 | 2 | 0 | 13 | 3
Cc1cc(N2C(=O)C(O)=C(C(=O)c3cccs3)C2c2ccccc2)no1 (stereo unspecified) | / | 0 | 1.1 | -4 | / | / | -7 | -13 | /
O=c1[nH]c(Nc2nc3ccccc3o2)nc2c1CCCC2 | 95 | -2 | 1 | -5 | 1.5 | -20 | 0 | 0 | -11
O=C1CN(C(=O)c2cccs2)c2ccccc2N1 | 966*[fluorescence artefact?] | -1 | 0.8 | 6 | 1.1 | 2 | 1 | 8 | 14[fluorescence artefact?]
CCCCC(c1nnnn1C1CCCC1)N1CCN(C2CCCC2)CC1 (stereo unspecified) | 109 | -4 | 1.6 | 2 | 0.9 | 2 | -3 | -5 | 3
Clc1cccc(/C=N\Nc2nccs2)c1 | / | 17 | 2.1* | -4 | / | / | 3 | 4 | /
COCCCNC(=O)c1ccc2c(=O)n(C3CCCC3)c(=S)[nH]c2c1 | 95 | -5 | 1.1 | -2 | 1.2 | 6 | -1 | -4 | 3
CCCCCCOC(=O)CCn1[nH]c(=O)c2ccccc2c1=O | 96[fluorescence artefact?] | 2 | 1 | 3 | 1 | -8 | / | -2 | -15
CCN(CCNC(=O)C1CCN(S(=O)(=O)CC)CC1)c1ccccc1 | 112 | 5 | 1.4 | 3 | 1.1 | -11 | 2 | -4 | -7
COc1cc(-c2nn3c(Cc4ccccc4)nnc3s2)cc(OC)c1OC | 95 | -3 | 1.2 | -4 | 1 | -7 | 8 | -5 | -4

Next section.
canonical_smiles | ERa coact pot | Ecoli WT expand | PLAP activator | CD11b adhes enh | MT1-MMP txn act | ERa SRC1 inh | FAK inh | Mac1 fbg inh | ERb SRC1 inh
CCOC(=O)c1oc2ccccc2c1NC(=O)c1cc(OC)cc(OC)c1 | 119 | 2 | 1.1 | / | 1.1 | -13 | -4 | / | -16[fluorescence artefact?]
COCCN(Cc1cc2cc(C)cc(C)c2nc1Cl)C(=O)Nc1ccccc1 | / | -12 | 1.4 | -10 | / | / | 0 | 21 | /
CCOc1ccccc1N(C(=O)CNS(=O)(=O)c1ccccc1)C(CC)C(=O)NCc1ccco1 (stereo unspecified) | 100 | -3 | 1.5 | 0 | 1.2 | 2[fluorescence artefact?] | -2 | 32 | 5[fluorescence artefact?]
Cc1ccc(S(=O)(=O)NCC(c2ccccc2)N2CCN(CCC#N)CC2)cc1 (stereo unspecified) | 128[fluorescence artefact?] | -1 | 1.5 | 1 | 1 | 0 | 0 | -10 | -5
O=C(Cn1nc(-c2ccccc2)ccc1=O)NCC1CCCO1 (stereo unspecified) | 110 | 3 | 0.9 | -6 | 1.2 | -7 | 3 | -4 | -5
Cc1c(NC(=O)OCCNC(=O)Nc2ccccc2)sc(=S)n1C | 105 | 7 | 1 | 2 | 1.1 | 8[fluorescence artefact?] | -1 | 16 | 4[fluorescence artefact?]
COc1ccc2cc(CN(CCCN3CCOCC3)Cc3nnnn3C3CCCC3)c(=O)[nH]c2c1 | 261*[fluorescence artefact?] | -5 | 1.7 | 0 | 1 | -10 | 1 | -4 | -10
O=C(CCCSc1nc2ccccc2[nH]1)NC1=NCCS1 | 105 | 16 | 1.2 | -2 | 1.1 | -15 | -1 | 17 | -28
CCC(C)(C)NC(=O)CC(c1ccc(OC)cc1)n1cccc1 (stereo unspecified) | 104 | 4 | 1.1 | -1 | 1.2 | -3 | -2 | -6 | -8[fluorescence artefact?]
CN(C)c1ccc(C(=O)Nc2ccc(S(=O)(=O)NC3=NCCCCC3)cc2)cc1 | 110[fluorescence artefact?] | / | 0.8 | 0 | 1.1 | 1 | 3 | -4 | -1
Cc1cccc(N2CCN(C(=O)Cn3nc(Cc4ccncc4)c4ccccc4c3=O)CC2)c1C | 113 | / | / | / | 1 | -4 | 0 | / | -11
COc1ccc(OC)c(C2/C(=C(/O)c3ccc(C)cc3)C(=O)C(=O)N2Cc2ccco2)c1 (stereo unspecified) | 85 | / | / | 1 | 1 | 96*[fluorescence artefact?] | / | 6 | 9[fluorescence artefact?]
COC(=O)c1cc2occc2n1CC(=O)Nc1ccc(OC)c(OC)c1 | 104 | -1 | 1.1 | -5 | 1.2 | 2 | -2 | 7 | 1[fluorescence artefact?]
Cc1ccnc(SCCn2c(N3CCCCC3)nc3c2c(=O)n(C)c(=O)n3C)n1 | 105[fluorescence artefact?] | / | 1.6 | 0 | 1 | -2 | 8 | -2 | -6
COc1ccc2oc(=N)c(C(=O)Nc3ccccc3)cc2c1 | 110 | -7 | 0.9 | -2 | 1.7 | -8 | -6 | 17 | 2
CC(=O)c1cc2c(cc1NC(=O)CCn1cccc1)OCO2 | 91 | 6 | 1 | -3 | 1.1 | -45[fluorescence artefact?] | -2 | 0 | -26
CC(C)[C@H](NC(=O)[C@@H]1CSCN1C(=O)OC(C)(C)C)C(=O)NCC1CCC(C(=O)O)CC1 (stereo partly specified) | 107 | -3 | 1 | 0 | 1.1 | -6 | 2 | -25 | -9
CC(=O)c1cccc(NC(=O)c2onc(C)c2Cl)c1 | 88[fluorescence artefact?] | 10 | 0.8 | -3 | / | 4 | 1 | 2 | 0
COc1ccc(Nc2nc(-c3ccccc3)cs2)cc1 | / | -6 | 0.8 | -3 | / | / | 1 | 8 | /
O=C(Nc1ccc(C(F)(F)F)cc1)C1CCCN1S(=O)(=O)c1cccc2cccnc12 (stereo unspecified) | 89 | -8 | 1 | -8 | 1.1 | 4 | 1 | 20 | -2
CCOC(=O)N1CCN(C(=O)C(C)(C)Oc2ccc(Cl)cc2)CC1 | 96 | 8 | 1.6 | 5 | 1.1 | 7 | -3 | -6 | 8

Limited to Ecoli WT expand and ERb SRC1 inh, for 2 of the compounds above:
compound | Ecoli WT expand | ERb SRC1 inh
CN(C)c1ccc(C(=O)Nc2ccc(S(=O)(=O)NC3=NCCCCC3)cc2)cc1 | / | -1
Cc1cccc(N2CCN(C(=O)Cn3nc(Cc4ccncc4)c4ccccc4c3=O)CC2)c1C | / | -11
